Screens from PubChem BioAssay.
CHT block: inhibits the human high affinity choline transporter. Q9GZV3. CHT-expressing cells, membrane potential dye, choline response; hits give low values. B-score at 10 µM. 0.86% of 310,000 active. AID 488975;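 active means B-score over 3 SD under the library average, and starting fluorescence ratio not unusually high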;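 further: choline stimulus applied at its EC90 after an EC20 pre-addition; B-score computed on integrated fluorescence ratio after choline addition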
Target sequence (Q9GZV3 whole entry, looked up): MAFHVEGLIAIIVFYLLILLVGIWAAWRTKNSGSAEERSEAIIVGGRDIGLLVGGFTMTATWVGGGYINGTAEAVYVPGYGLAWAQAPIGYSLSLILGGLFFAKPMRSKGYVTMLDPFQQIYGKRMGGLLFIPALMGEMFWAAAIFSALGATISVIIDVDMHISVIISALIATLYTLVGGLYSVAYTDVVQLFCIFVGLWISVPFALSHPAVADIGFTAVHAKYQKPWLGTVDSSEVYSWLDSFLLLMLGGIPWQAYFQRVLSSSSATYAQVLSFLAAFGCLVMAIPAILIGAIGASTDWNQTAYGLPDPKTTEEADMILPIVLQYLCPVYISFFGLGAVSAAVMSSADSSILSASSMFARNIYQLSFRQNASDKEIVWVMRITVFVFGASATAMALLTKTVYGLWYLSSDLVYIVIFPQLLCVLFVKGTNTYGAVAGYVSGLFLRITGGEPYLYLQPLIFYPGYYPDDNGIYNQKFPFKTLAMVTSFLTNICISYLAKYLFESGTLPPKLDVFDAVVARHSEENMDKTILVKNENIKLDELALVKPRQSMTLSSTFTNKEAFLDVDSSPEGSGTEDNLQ
CHT PAM: allosteric activators of human choline transporter CHT. Q9GZV3. CHT-expressing cells, membrane potential dye, choline EC20; hits give high values; LV-AA mutant CHT in HEK293 cells. B-score at 10 µM. 0.49% of 310,000 active;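 active means initial fluorescence not abnormally high and integrated response B-score, plate-corrected, over 3 SD above library mean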
* = called active by the depositor; i = inactive.

cpd	molecule	CHT block	CHT PAM
1	CC(NS(=O)(=O)c1ccc(F)cc1)C(=O)Nc1ccc2c(c1)OCCO2 (centres undefined)	i	i
2	COc1ccc(C2Nc3ccccc3C(=O)N2NC(=O)c2ccccc2)cc1OC (centres undefined)	i	i
3	CCOc1ccc(S(=O)(=O)N2CCN(C(=O)C3CCC3)CC2)cc1	i	i
4	CCCC(=O)Nc1nnc(-c2ccc3c(c2)OCO3)s1	i	i
5	COC(=O)C1C(c2ccc(Cl)cc2)NC(c2ccc(Cl)cc2)C(C(=O)OC)S1(=O)=O (centres undefined)	i	i
6	O=C(O)c1cccc(N(CCO)CCO)c1	i	i
7	Cc1cccc(C)c1NC(=O)CCCSc1nnc(N)s1	i	i
8	Cc1cc2nc(SCC(=O)Nc3ccccc3C(=O)O)[nH]c2cc1C	i	i
9	OCC(CO)(CO)N=Cc1cc(Br)ccc1O	i	i
10	CN1/C(=C\C(=O)COc2ccc3c(c2)OCO3)C(C)(C)c2ccccc21	i	i
11	O=C(O)C1=NOC(CNc2ncc(C(F)(F)F)cc2Cl)C1 (centres undefined)	i	i
12	Cc1nc(NCCc2ccccc2)c(C#N)c(C)c1[N+](=O)[O-]	i	i
13	COc1ccc(/C=N/NS(=O)(=O)c2ccccc2)cc1OS(=O)(=O)c1ccccc1	i	i
14	O=C(OCC(O)CN1CCCCC1)C12CC3CC(CC(C3)C1)C2 (centres undefined)	i	i
15	O=C(CCC(=O)N/N=C/c1ccco1)N/N=C/c1ccco1	i	i
16	CCOC(=O)COc1ccccc1-c1ccno1	i	i
17	Cn1cc(C(=O)N2CCN(C(=O)c3ccco3)CC2)c2c3ccccc3n(C)c2c1=O	i	i
18	CCn1c(SCC(=O)N(C)C)nc2cc(S(=O)(=O)N3CCCCC3)ccc21	i	i
19	O=C(NCCCCCNC(=O)c1ccco1)c1ccco1	i	i
20	COc1ccc(COCC(O)CN2CCC(C(N)=O)CC2)cc1 (centres undefined)	i	i
21	Cc1ccc2ccc(C)[n+](CCCS(=O)(=O)[O-])c2c1	i	i
22	CCOC(=O)c1c(NC(=O)c2c(C(=O)O)cccc2[N+](=O)[O-])sc2c1CCCC2	i	i
23	CC12C(=O)N(Cc3ccco3)C(=O)C1C1c3ccccc3C2c2ccccc21 (centres undefined)	i	i
24	CC(=O)Nc1ccc(NC(=O)CCn2c(=O)oc3ccccc32)cc1	i	i
25	Cc1oc(-c2ccc(Cl)cc2)nc1CN1CCC(C(=O)NCc2cccs2)CC1	i	i
26	Cc1cccc(C)c1OCC(=O)NNC(=O)CCNC(=O)c1ccc(Br)cc1	i	i
27	CCc1nnc(NC(=O)CSc2nc3c(c(=O)n2-c2ccccc2OC)SCC3)s1	i	i
28	CCCc1cc(=O)oc2cc(C)cc(OCC(=O)NCCN3CCOCC3)c12	i	i
29	CCCCNC(=O)CNC(=S)N(Cc1ccc(C)cc1)Cc1ccco1	i	i
30	O=C(CCNC(=O)Cn1ccc2ccccc2c1=O)NCCCN1CCN(c2ccc(F)cc2)CC1	i	i
31	CCOC(=O)C[n+]1c(C)csc1C	i	i
32	C=CC1=C(C(=O)O)N2C(=O)[C@@H](NC(=O)/C(=N/OCC(=O)O)c3csc(N)n3)[C@H]2SC1	i	i
33	COc1ccc2c(C)cc(SCC(=O)Nc3c(C)n(C)n(-c4ccccc4)c3=O)nc2c1	i	i
34	CCN(CC)C(=O)CSc1nc(N)c(C(=O)Nc2ccc(OC)cc2)s1	i	i
35	CCN(CC(=O)Nc1ccc2c(c1)OCCO2)Cc1cc(=O)oc2c(C)c(C)ccc12	i	i
36	CSc1ccc(C(=O)C2CCCN(Cc3cccc4nccnc34)C2)cc1 (centres undefined)	i	i
37	Cc1ccc(CN(Cc2cc3cc4c(cc3[nH]c2=O)OCCO4)Cc2nnnn2Cc2ccco2)cc1	i	i
38	NC(=O)C1CCN(C(=O)c2ccc3nc(-c4ccccc4)c(-c4ccccc4)nc3c2)CC1	i	i
39	C=CCc1cc(C)ccc1OCCCn1ccnc1	i	i
40	CCOc1ccc(/C(O)=C2/C(=O)C(=O)N(CC3CCCO3)C2c2ccco2)cc1 (centres undefined)	i	i

Already shown: six of the compounds above.
cpd	molecule	CHT block	CHT PAM
35	CCN(CC(=O)Nc1ccc2c(c1)OCCO2)Cc1cc(=O)oc2c(C)c(C)ccc12	i	i
36	CSc1ccc(C(=O)C2CCCN(Cc3cccc4nccnc34)C2)cc1 (centres undefined)	i	i
37	Cc1ccc(CN(Cc2cc3cc4c(cc3[nH]c2=O)OCCO4)Cc2nnnn2Cc2ccco2)cc1	i	i
38	NC(=O)C1CCN(C(=O)c2ccc3nc(-c4ccccc4)c(-c4ccccc4)nc3c2)CC1	i	i
39	C=CCc1cc(C)ccc1OCCCn1ccnc1	i	i
40	CCOc1ccc(/C(O)=C2/C(=O)C(=O)N(CC3CCCO3)C2c2ccco2)cc1 (centres undefined)	i	i

Remaining list, next part.
cpd	molecule	CHT block	CHT PAM
41	Cc1ccc(Cn2ccc(NC(=O)c3nn(C)cc3Cl)n2)cc1	i	i
42	CC(C)(CNC(=O)C1CCCC1)CNC(=O)C1CCCC1	i	i
43	O=C(Nc1ccn(Cc2ccccc2)n1)c1n[nH]c([N+](=O)[O-])c1Cl	-5.2*	i
44	O=C(CCN1C(=O)COc2ccccc21)NCCCN1CCc2ccccc2C1	i	i
45	COCCNC(=O)COC(=O)c1[nH]c(C)c(C(C)=O)c1C	i	i
46	O=C(CSc1nnc2c(n1)[nH]c1ccc(S(=O)(=O)N3CCOCC3)cc12)Nc1ccccc1Cl	i	i
47	O=C(NCc1ccc(Cl)c(Cl)c1)c1ccc2c(c1)OCO2	i	i
48	COc1ccc(NC(=S)N2CCN(C(=O)c3ccccc3)CC2)cc1	i	i
49	CN(C)CCNC(=O)C12CC3(C)CC(C)(CC(C)(C3)C1)C2	i	i
50	COc1ccc(CNC(=O)C2CC(c3cccc(OC)c3)=NO2)cc1 (centres undefined)	i	i
51	Cc1oncc1-c1csc(-c2ccccc2)n1	i	i
52	O=C(CCOc1ccccc1)NCC(c1ccco1)N1CCCCC1 (centres undefined)	i	i
53	CN(C)CCCN(C(=O)c1ccc(S(=O)(=O)N2CCc3ccccc32)cc1)c1nc2c(Cl)cccc2s1	i	i
54	CCc1ccc(NC(=O)CSc2nnc(-c3n[nH]c4ccccc34)n2-c2ccccc2)cc1	i	i
55	CCOc1ccc(-c2nc3n(c(=O)c2C#N)CCS3)cc1	i	i
56	Cc1ccc(N2CC(C(=O)NCc3cccs3)CC2=O)cc1 (centres undefined)	i	i
57	CS(=O)(=O)N(CC(=O)N1CCCC1)c1ccc(Cl)cc1	i	i
58	COc1ccc(C2C(C(C)=O)=C(O)C(=O)N2CCCn2ccnc2)cc1OC (centres undefined)	i	i
59	CCCCc1nnc(NC(=O)C(C)Sc2nc(N)cc(=O)[nH]2)s1 (centres undefined)	i	i
60	COc1ccc(OC)c2sc(NC(=O)c3cccc(N4C(=O)CCC4=O)c3)nc12	i	i
61	CC(C)CNC(=O)C(=O)Nc1ccc(N(C)C)cc1	i	i
62	O=C1CC(c2ccco2)Cc2c1cnn2-c1nc2ccccc2s1 (centres undefined)	i	i
63	CN1CCN(Cc2cn[nH]c2-c2ccc(F)cc2F)[C@@H](c2ccccc2)C1	i	i
64	O=C(Nc1cnn(Cc2ccc(Cl)cc2Cl)c1)c1noc2c1CCCC2	i	i
65	CC1CC(C)CN(S(=O)(=O)c2cccc3cccnc23)C1 (centres undefined)	i	i
66	CCCc1nnc(SCC(=O)Nc2nc(C)cs2)n1CCOC	i	i
67	Cc1cc(-c2cc(-c3ccccc3)on2)nc(NCC2CC2)n1	i	i
68	CCc1ccc(C(=O)NNC(=O)c2cc(S(=O)(=O)N(C)C)ccc2N2CCCC2)cc1	i	i
69	CC(C)(C)Cc1nc2ccccc2n1CCc1ccccc1	i	i
70	O=C(NC1CC1)c1nc(Cn2ccc([N+](=O)[O-])n2)no1	i	i
71	COc1ccc(-c2cc(C3CCN(c4cc(Cl)nc(N)n4)CC3)[nH]n2)cc1	i	i
72	CCOc1ccc(NC(=O)CN(C)C(=O)c2cccnc2SC)cc1OCC	i	i
73	Cc1cc(C(=O)c2ccccc2)nc2ccccc12	i	i
74	O=C(Nc1nc(-c2ccccc2)c(-c2ccccc2)s1)c1ccc(S(=O)(=O)N2CCCCC2)cc1	i	i
75	CSc1nsc(SCC(=O)Nc2ccc(F)cc2F)n1	i	i
76	Clc1cccc(Cl)c1CNCCCSc1ncccn1	i	i
77	COc1ccc(C(=O)N2CCC(n3nccc3NC(=O)C3CCOC3)CC2)cc1 (centres undefined)	i	i
78	Cc1cccc(N(CC(=O)NC2CCCC2)C(=O)CS(=O)CC(=O)Nc2ccc3c(c2)OCO3)c1 (centres undefined)	i	i
79	Cc1ccccc1OC1C(=O)N(Cc2ccc3c(c2)OCO3)C1c1sccc1C (centres undefined)	i	i
80	Cc1ccc(C)c(OCC(=O)NCCNC(=O)COc2cc(C)ccc2C)c1	i	i
81	NC(=O)c1ccccc1N=Cc1cccnc1	i	i
82	Cc1sc2ncnc(SCC#N)c2c1C	i	i
83	COc1ccc(S(=O)(=O)Nc2ccccn2)cc1C(=O)Nc1ccccc1	i	i
84	Cc1cc(S(=O)(=O)NCc2ccccc2)ccc1OCC(=O)Nc1cccc([N+](=O)[O-])c1	i	i
85	COc1ccc(OC)c(NC(=O)CCN2C(=O)c3ccccc3C2=O)c1	i	i
86	c1ccc(-n2c(SCC3CCCCO3)nnc2-c2cnccn2)cc1 (centres undefined)	i	i
87	O=C(c1ccc(SCc2cccc(Br)c2)c([N+](=O)[O-])c1)N1CCN(c2ccccn2)CC1	i	i
88	CCSc1nnc(NC(=O)C2CC(=O)N(Cc3ccc(C)cc3)C2)s1 (centres undefined)	i	i
89	CN(C)/C(Cn1cncn1)=C1/N=C(c2c(F)cccc2F)OC1=O	i	i
90	O=C(Nc1ccccc1Cl)c1ccc(=O)[nH]n1	i	i
91	C/C(CC(C)(C)C1CCCCC1)=N\NC(N)=S	i	i
92	O=c1[nH]c2cc3c(cc2cc1CN(Cc1cccnc1)C(=S)NCc1ccco1)OCO3	i	i
93	O=C(O)C1CCCN1S(=O)(=O)c1ccccc1 (centres undefined)	i	i
94	Cc1ccc(CNc2ccc(Cl)cc2[N+](=O)[O-])cc1	i	i
95	Cc1ccc(C)c(NC(=O)C2C3CCCC2C3c2ccccc2)c1 (centres undefined)	i	i
96	O=C1C(=O)N(CCN2CCOCC2)C(c2ccncc2)/C1=C(/O)c1ccc2c(c1)OCO2 (centres undefined)	i	i

Records listed above that bear a hit mark in CHT block.
No.	canonical_smiles	CHT block
43	O=C(Nc1ccn(Cc2ccccc2)n1)c1n[nH]c([N+](=O)[O-])c1Cl	-5.2*

Remaining list, next part:
cpd	molecule	CHT block	CHT PAM
97	O=C(O)C1CCCN(CCC=C(c2ccccc2)c2ccccc2)C1 (centres undefined)	i	i
98	COc1ccc(Br)cc1CN1CCSCC1	i	i
99	Cc1ccc(NC(=O)C2CCCN(S(=O)(=O)c3cccc4nonc34)C2)cc1 (centres undefined)	i	i
100	Cc1cc(SCc2cc(=O)n3ccsc3n2)nc2ccccc12	-13*	i
101	CCOC(=O)N1CCN(S(=O)(=O)c2cc(OCC)ccc2OCC)CC1	i	i
102	CCOc1ccc(CN2CCC(C(=O)Nc3cccc(-c4ccn[nH]4)c3)CC2)cc1Cl	i	i
103	C#CCSc1nc(=O)c2cccnc2n1-c1ccc(C)cc1	i	i
104	Cc1cc2ccccn2c1C(=O)Nc1cccc(Cl)c1	i	i
105	CCC(C(=O)NCCc1ccccc1)c1ccccc1 (centres undefined)	i	i
106	Cc1ccc(N(CC(=O)NC2CCCC2)C(=O)CNC(=O)c2cccs2)cc1F	i	i
107	COCCNc1oc(-c2cccs2)nc1S(=O)(=O)c1ccc(C)cc1	i	i
108	CCC(C)(C)NC(=O)/C=C/c1cc(OC)c(OC)c(S(=O)(=O)N2CCc3ccccc32)c1	i	i
109	CCCCCC1CC(CC/C(C)=N/NC(N)=O)C(=O)O1 (centres undefined)	i	i
110	Nc1cc([N+](=O)[O-])ccc1N1C(=O)CCCC1=O	i	i
111	CC(=O)CC(C)(C)Nc1nc2ccc([N+](=O)[O-])cc2o1	i	i
112	O=C1C(=O)N(Cc2cccnc2)C(c2cccc(F)c2)/C1=C(/O)c1ccc2c(c1)OCO2 (centres undefined)	i	i
113	CCCS(=O)(=O)N1CCC(C(=O)NCC2CCCO2)CC1 (centres undefined)	i	i
114	CC(C)C[C@@H](C(=O)NC1CCN(Cc2ccccc2)CC1)N1C(=O)N2CCc3c([nH]c4ccccc34)[C@@]2(C)C1=O	i	i
115	COc1ccc(C2=NS(=O)(=O)N(C)C(C(=O)Nc3cc(OC)c(OC)c(OC)c3)=C2)cc1	i	i
116	Cc1cc(=O)n2nc(N3CCC(C(=O)NCc4cccc(Br)c4)CC3)sc2n1	i	i
117	COc1ccccc1CNc1ncnc2c1nnn2Cc1ccccc1	i	i
118	CN(NC1OC(=O)c2ccccc21)c1ccc(Cl)cc1[N+](=O)[O-] (centres undefined)	i	i
119	O=C(Nc1ccc2c(c1)CCC2)c1cc(S(=O)(=O)N2CCN(c3ccccc3)CC2)ccc1Cl	i	i
120	O=C(Nc1nc2c(Br)cc(Br)cc2c(=O)s1)C1CCC1	i	i
121	COc1cc(NC(=O)CS(=O)(=O)c2ccc(C)cc2)cc(OC)c1OC	i	i
122	Cc1cc(C)cc(NS(=O)(=O)c2c(C(=O)N3CCCCCC3)c(C)n(C)c2C)c1	i	i
123	CN(CCc1cnn(C)c1)C(=O)CCc1nnc(CCCc2ccccc2)o1	i	i
124	Clc1cccc(Cl)c1CSc1nnc([C@@H]2CCCN2)o1	i	i
125	O=c1c2cnn(-c3ccccc3)c2ncn1Cc1cccnc1	i	i

One compound at a time (already shown). Values in the order: CHT block | CHT PAM
O=C(Nc1nc2c(Br)cc(Br)cc2c(=O)s1)C1CCC1 in the list: i | i
O=C(NC1CC1)c1nc(Cn2ccc([N+](=O)[O-])n2)no1 in the list: i | i
